MT stabilizer – microtubule stabilizers in HeLa cells, primary screen, imaging, high-content imaging | % tubulin-high responders, % at 10 µM | HeLa tubulin immunostaining HCS, 24 h; share of cells brighter than vehicle mean+2SD | AID 2205, 2009 | actives 0.83% (n = 200,000);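 active = plate Z-score above 3 for both tubulin-high and condensed-nucleus cell shares, with cell loss under 80%, at 10 µM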;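 also: anti alpha tubulin signal scored within the nucleus-defined area of each cell; some results filed as inactive read as strong as hits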
human PMI inhibition – inhibitors of human PMI, primary screen, biochemical, fluorescence intensity, coupled assay (AID 1209); inhibition, % at 20 µM; hits with a dose series show IC50 in µM; actives 0.42% (n = 190,000); purified PMI enzyme, coupled fluorescence intensity; higher % means a stronger effect; in the data active = inhibition above about 50%;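 also: plate controls were DMSO vehicle for no effect and wells lacking substrate for full effect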
Hep lipid drop – inhibitors of hepatocyte lipid droplet formation, primary screen, imaging, high-throughput imaging, BODIPY stain; AML12 mouse hepatocytes, oleate lipid droplets; inhibition, % at 6.5 µM; actives 0.4% (n = 240,000); AID 1656, 2009;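 active = lipid droplet intensity inhibited by at least 50%, with more than 500 cells counted; inconclusive = wells with under 300 cells, treated as cytotoxic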
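Test system: AML12 mouse liver cells; schedule: overnight exposure; technique: high-content imaging of BODIPY-stained droplets and DAPI nuclei; read-out: % inhibition of corrected integrated BODIPY droplet signal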
Ins promoter up – insulin promoter activators in MIN6 cells, imaging, high-content screening, mouse beta cells; z-score at 5 µM; MIN6 insulin promoter-GFP reporter; active compounds read high; actives 0.3% (n = 190,000); AID 1625, 2009;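 active = z-score above 3 at 5 µM with at least 500 cells counted in the well; inconclusive = wells under 500 cells, flagged as cytotoxic or low count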
Myeloid diff 2 – induction of myeloid progenitor differentiation, primary screen, cell-based, flow cytometry, MLPCN library. ER-HoxA9 myeloid progenitors, lysozyme-GFP differentiation. calls only at 10 µM. actives 1% (n = 360,000). AID 624256, 2012;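 active = normalized GFP-positive differentiation at or above the plate's own cutoff, the solvent-only control mean plus 3 SD; inconclusive = no clear call, values can overlap the other calls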;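 also: cells exposed to compound for four days before flow analysis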
Dynein cargo inh – inhibitors of GR-EGFP nuclear translocation, primary screen, dynein cargo transport inhibitor project, imaging, high-content, 3617.4 mouse cells | z-score, hits read low | actives 0.47% (n = 220,000) | test concentration mostly 20 µM; stimulated with dexamethasone, 1 µM; active compounds read low;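 active = plate z-score of nuclear minus cytoplasmic receptor signal below a set negative limit, without overly bright fluorescence or cell loss, cut at about -3.5 in these data, passing the limit was not always enough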;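 also: z-score of nuclear minus cytoplasmic ring GR-EGFP intensity difference per well; some compounds called inactive have numbers as strong as hits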
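medium = tetracycline-free induction medium containing charcoal-stripped FBS | probe or stimulus = dexamethasone, 1.0 µM final | timing = 48 h induction, then 1 h compound, then 30 min agonist, 37 °C | detection = automated 10x imaging of fixed Hoechst-stained cells | read-out basis = nuclear versus cytoplasmic GR-EGFP signal, averaged per well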
T cell HTS – modulators of CD8 T cell-vesicle binding, primary screen, mouse 2C CD8+ T cells, flow cytometry. 2C CD8+ T cell-vesicle binding; active compounds read low. calls only at 7 µM. actives 0.068% (n = 330,000). AID 2052, 2009;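 active = response, share of CD8 T cells binding vesicles, and their 90th percentile fluorescence all below set limits, cut at about 80% in these data, passing the limit was not always enough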
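Test system: purified 2C TCR transgenic mouse naive CD8+ T cells. Probe or stimulus: QL9-peptide-loaded Drosophila micro-vesicles bearing Ld, ICAM-1 and B7-1. Incubation: binding step 1.5 h, 37 °C, antibody labelling 20 min, ice. Measured by: flow cytometry of vesicle-bound cells.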
TNAP activators – human TNAP enzyme activators, primary screen, biochemical, luminescent, no phosphate acceptor, uHTS (AID 1001). activation fold at 20 µM; hits with a dose series show EC50 in µM. Alkaline phosphatase, tissue-nonspecific isozyme (Homo sapiens). purified TNAP, luminescent activation assay, no phosphate acceptor; higher activation fold means a stronger effect. actives 0.03% (n = 200,000); in the data active = activation fold from about 3, or a potency from the dose series; inactive = the rest, 99 in 100 with activation fold below about 1.6; also: many of its hits are not listed in these tables
bCat nuc transl – modulators of beta-catenin nuclear translocation, primary screen, imaging, HeLa cells, immunofluorescence, high-content. AID 1665, 2009. actives 0.3% (n = 190,000). nuclear translocation activity, % at 5 µM;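 active = nuclear translocation activity above 50% at 5 µM, with a well cell count of 50 or more; inconclusive = wells under 50 cells across six images, flagged as toxic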;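 also: per-cell ratio of nuclear to cytoplasmic median beta-catenin stain intensity; plate controls were DMSO negative control for no effect and GSK-3 inhibitor IX positive control for full effect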
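System: HeLa cells, endogenous beta-catenin; compound dosing: 5 µM primary single dose, 0.1% DMSO, 0.02–20 µM confirmation series; incubation: 24 h compound exposure at 37°C, 5% CO2; signal: beta-catenin immunofluorescence imaging with DAPI; evaluation: % activation, nuclear-to-cytoplasmic median beta-catenin signal ratio per cell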
Dynein cargo inh cytoplasmic EGFP – second read-out of Dynein cargo inh, no call of its own (marks repeat the call); z-score; measured here: cytoplasmic GR-EGFP intensity; active compounds read high
Dynein cargo inh nuclear GR-EGFP – second read-out of Dynein cargo inh, no call of its own (marks repeat the call); z-score; measured here: nuclear GR-EGFP intensity;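 lower value marks the stronger effect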
Dynein cargo inh cell count – recorded beside Dynein cargo inh, whose call it bears; z-score; measured here: cell count per field
Ins promoter up cell count – recorded beside Ins promoter up, whose call it bears; cell count; measured here: cytotoxicity, nuclei count;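 total cells summed across four imaged fields per well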
Hep lipid drop cells 6.5 µM – second read-out of Hep lipid drop, no call of its own (marks repeat the call); cell count; measured here: cell count, cytotoxicity flag;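 cells counted across two imaged fields per well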
bCat nuc transl cell count 5 µM – recorded beside bCat nuc transl, whose call it bears; cell count; measured here: cell count, cytotoxicity flag
T cell HTS vesicle-bound % – recorded beside T cell HTS, whose call it bears; double positive events, %; measured here: CD8+ vesicle-bound cell fraction;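 binding gate set so that unloaded-vesicle control wells show 10% double positive cells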
MT stabilizer Hoechst-high % – further read-out of MT stabilizer, marked with its call; % Hoechst-high responders; measured here: nuclear condensation Hoechst responders;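 share of cells brighter than vehicle mean plus two SD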
MT stabilizer cytotoxicity % – further read-out of MT stabilizer, marked with its call; toxicity, %; measured here: cytotoxicity by cell density;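 0% = mean cell density of plate MIN control wells and 100% = no cells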
Myeloid diff 2 GFP+ MAC1+ % – also measured in Myeloid diff 2; calls as there; GFP+ MAC1+ double positive, %; measured here: differentiation confirmed by MAC1 staining
Numbers without * were called inactive.

What do the screens show for `CCN(CC)CCC(c1cc(OC)c(OC)c(OC)c1)c1c(O)cc(OC)cc1OC` (stereo not drawn)?
Hep lipid drop: 16.3; Ins promoter up: 1.1; Myeloid diff 2: inactive; Dynein cargo inh: -1.49; T cell HTS: inactive; bCat nuc transl: -1.3; Dynein cargo inh cytoplasmic EGFP: -0.767; Dynein cargo inh nuclear GR-EGFP: -0.692; Dynein cargo inh cell count: 0.699; Ins promoter up cell count: 731; Hep lipid drop cells 6.5 µM: 630; bCat nuc transl cell count 5 µM: 1119; T cell HTS vesicle-bound %: 37.7; Myeloid diff 2 GFP+ MAC1+ %: 0.7

Results for Cc1cccc(NC(=O)CSc2ccc(C(N)=O)cc2[N+](=O)[O-])c1C ?
MT stabilizer: 6.1; human PMI inhibition: -18.4%; Hep lipid drop: 15.4; Ins promoter up: 0.75; Myeloid diff 2: inactive; Dynein cargo inh: 0.157; T cell HTS: inactive; TNAP activators: 1; Dynein cargo inh cytoplasmic EGFP: -0.275; Dynein cargo inh nuclear GR-EGFP: -0.259; Dynein cargo inh cell count: -0.619; Ins promoter up cell count: 1369; Hep lipid drop cells 6.5 µM: 694; T cell HTS vesicle-bound %: 24.6; MT stabilizer Hoechst-high %: 2.3; MT stabilizer cytotoxicity %: 11.7; Myeloid diff 2 GFP+ MAC1+ %: 0.4

How did Cc1ccc2nc(NC(=O)CN(C)S(=O)(=O)c3cccc4nsnc34)sc2c1 do in these assays?
MT stabilizer: 4.9; human PMI inhibition: 13.6%; Hep lipid drop: -13.6; Myeloid diff 2: inconclusive; Dynein cargo inh: 2.88; T cell HTS: inactive; TNAP activators: 1.1; Dynein cargo inh cytoplasmic EGFP: 0.12; Dynein cargo inh nuclear GR-EGFP: 1.52; Dynein cargo inh cell count: -2.52; Hep lipid drop cells 6.5 µM: 643; T cell HTS vesicle-bound %: 55.5; MT stabilizer Hoechst-high %: 2.1; MT stabilizer cytotoxicity %: 8.9

Results for COc1ccc(C2N(Cc3ccccc3)CCN2Cc2ccccc2)cc1[N+](=O)[O-] ?
MT stabilizer: 4.9; human PMI inhibition: 15.8%; Hep lipid drop: 32.6; Ins promoter up: -0.06; Myeloid diff 2: inactive; Dynein cargo inh: 0.939; T cell HTS: inactive; TNAP activators: 1; bCat nuc transl: -2.8; Dynein cargo inh cytoplasmic EGFP: -0.143; Dynein cargo inh nuclear GR-EGFP: 0.933; Dynein cargo inh cell count: -0.424; Ins promoter up cell count: 1564; Hep lipid drop cells 6.5 µM: 649; bCat nuc transl cell count 5 µM: 1020; T cell HTS vesicle-bound %: 59.8; MT stabilizer Hoechst-high %: 1.7; MT stabilizer cytotoxicity %: 7.6; Myeloid diff 2 GFP+ MAC1+ %: 0.0

Results for Cc1ccc(NC(=O)Cc2sc(C)nc2-c2ccc(C)cc2)cc1 ?
MT stabilizer: 4.9; human PMI inhibition: 13.2%; Hep lipid drop: 6.7; Ins promoter up: 0.05; Myeloid diff 2: inactive; Dynein cargo inh: 0.949; T cell HTS: inactive; TNAP activators: 1.2; bCat nuc transl: 1.0; Dynein cargo inh cytoplasmic EGFP: -0.252; Dynein cargo inh nuclear GR-EGFP: 0.646; Dynein cargo inh cell count: -0.955; Ins promoter up cell count: 1410; Hep lipid drop cells 6.5 µM: 619; bCat nuc transl cell count 5 µM: 1045; T cell HTS vesicle-bound %: 49.9; MT stabilizer Hoechst-high %: 2.5; MT stabilizer cytotoxicity %: 4.8; Myeloid diff 2 GFP+ MAC1+ %: 0.2

Results for CN(C)S(=O)(=O)N1CCN(C(=O)c2ccccc2)CC1 ?
MT stabilizer: 0.6; human PMI inhibition: -14.3%; Hep lipid drop: 14.0; Myeloid diff 2: inactive; Dynein cargo inh: 1.04; T cell HTS: inactive; TNAP activators: 1; Dynein cargo inh cytoplasmic EGFP: -0.279; Dynein cargo inh nuclear GR-EGFP: 0.117; Dynein cargo inh cell count: -0.199; Hep lipid drop cells 6.5 µM: 799; T cell HTS vesicle-bound %: 42.2; MT stabilizer Hoechst-high %: 1.7; MT stabilizer cytotoxicity %: 16.3; Myeloid diff 2 GFP+ MAC1+ %: 0.5

What do the screens show for `CN(C)S(=O)(=O)c1cc(NC(=O)CSc2ncc(C(F)(F)F)cc2Cl)ccc1Cl`?
MT stabilizer: 2.1; human PMI inhibition: 7.6%; Hep lipid drop: -27.8; Ins promoter up: 0.67; Myeloid diff 2: active; Dynein cargo inh: -0.278; T cell HTS: inactive; TNAP activators: 1.1; bCat nuc transl: -4.2; Dynein cargo inh cytoplasmic EGFP: -0.327; Dynein cargo inh nuclear GR-EGFP: -0.495; Dynein cargo inh cell count: 0.544; Ins promoter up cell count: 1362; Hep lipid drop cells 6.5 µM: 648; bCat nuc transl cell count 5 µM: 533; T cell HTS vesicle-bound %: 18.4; MT stabilizer Hoechst-high %: 2.2; MT stabilizer cytotoxicity %: 7.0; Myeloid diff 2 GFP+ MAC1+ %: 0.4*

What do the screens show for `COc1ccc(CCC(=O)Nc2sccc2C#N)cc1`?
MT stabilizer: 2.9; human PMI inhibition: -5.6%; Hep lipid drop: -3.4; Ins promoter up: -0.32; Dynein cargo inh: -0.852; T cell HTS: inactive; TNAP activators: 1; bCat nuc transl: -0.7; Dynein cargo inh cytoplasmic EGFP: -0.176; Dynein cargo inh nuclear GR-EGFP: -0.321; Dynein cargo inh cell count: 0.0922; Ins promoter up cell count: 1417; Hep lipid drop cells 6.5 µM: 667; bCat nuc transl cell count 5 µM: 1155; T cell HTS vesicle-bound %: 31.6; MT stabilizer Hoechst-high %: 2.1; MT stabilizer cytotoxicity %: 4.0

What do the screens show for `Cc1ccc(S(=O)(=O)Nc2cnn(-c3ccccc3)c(=O)c2Cl)cc1`?
MT stabilizer: 2.3; Hep lipid drop: 3.7; Ins promoter up: -0.19; Myeloid diff 2: inactive; Dynein cargo inh: -0.312; T cell HTS: inactive; TNAP activators: 1.1; bCat nuc transl: 0.6; Dynein cargo inh cytoplasmic EGFP: -0.332; Dynein cargo inh nuclear GR-EGFP: -0.338; Dynein cargo inh cell count: 0.985; Ins promoter up cell count: 1581; Hep lipid drop cells 6.5 µM: 751; bCat nuc transl cell count 5 µM: 1466; T cell HTS vesicle-bound %: 30.3; MT stabilizer Hoechst-high %: 2.7; MT stabilizer cytotoxicity %: 9.5; Myeloid diff 2 GFP+ MAC1+ %: 0.2

How did Cc1cccc(NS(=O)(=O)c2ccc(C3CCCCC3)cc2)n1 do in these assays?
MT stabilizer: 0.9; human PMI inhibition: 3.9%; Hep lipid drop: 6.2; Ins promoter up: 0.54; Myeloid diff 2: inactive; Dynein cargo inh: 0.589; T cell HTS: inactive; TNAP activators: 1; bCat nuc transl: -3.4; Dynein cargo inh cytoplasmic EGFP: 0.409; Dynein cargo inh nuclear GR-EGFP: 0.967; Dynein cargo inh cell count: -1.54; Ins promoter up cell count: 811; Hep lipid drop cells 6.5 µM: 795; bCat nuc transl cell count 5 µM: 1042; T cell HTS vesicle-bound %: 9.5; MT stabilizer Hoechst-high %: 1.0; MT stabilizer cytotoxicity %: 7.0; Myeloid diff 2 GFP+ MAC1+ %: 1.6

How did CN1CCN(NC(=O)c2ccc(Br)c(S(=O)(=O)N3CCOCC3)c2)CC1 do in these assays?
MT stabilizer: 3.1; human PMI inhibition: 4.2%; Hep lipid drop: 8.0; Ins promoter up: 0.22; Myeloid diff 2: inactive; Dynein cargo inh: -0.331; T cell HTS: inactive; TNAP activators: 1.1; bCat nuc transl: -4.3; Dynein cargo inh cytoplasmic EGFP: -0.273; Dynein cargo inh nuclear GR-EGFP: -0.55; Dynein cargo inh cell count: -0.0336; Ins promoter up cell count: 1293; Hep lipid drop cells 6.5 µM: 648; bCat nuc transl cell count 5 µM: 530; T cell HTS vesicle-bound %: 55.4; MT stabilizer Hoechst-high %: 2.7; MT stabilizer cytotoxicity %: 0.6; Myeloid diff 2 GFP+ MAC1+ %: 0.7
